# Screening data: PubChem BioAssay, several laboratories
# p-CIP stab down: p/CIP-EGFP fusion destabilizers, primary screen, fluorescence, F442A cells; AID 1984, 2009; decrease of EGFP signal, % at 10 µM; Q05BA5; 16 h; 0.01% of 290,000 active;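 active means EGFP signal decrease of at least 30% at 10 µM or well 3 SD below plate mean, unless failing retest; inactive means the rest, including hits failing retest or dose response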; further: some compounds called inactive have numbers as strong as hits; many of its hits are not listed in these tables
# HCV NS3 hel inh: inhibitors of HCV NS3 helicase, primary screen, biochemical, Cy5 molecular beacon fluorescence | 0.56% of 290,000 active | inhibition, % at 10.9 µM | AID 1800, 2009 | NS3 helicase DNA unwinding | Hepatitis C virus NS3 helicase;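 active means inhibition above the mean of all tested compounds plus 3 SD, set per campaign, cut at about 35% in these data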;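 further: 0% = DMSO wells and 100% = thioflavine S control wells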
#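 Assay system – hepatitis C virus NS3 helicase domain fragment enzyme · Buffer or medium – MOPS pH 6.5, MgCl2, DTT, Tween20, BSA · Reagent – Cy5/quencher beacon DNA duplex and ATP to start · Compound – single 10.9 µM dose · Timing – 1 h at 25 °C · Technique – Cy5 beacon fluorescence read at start and 1 h · Measure – % inhibition of unwinding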
# UBC9 SUMO inh: inhibitors of in vitro SUMOylation cascade, primary screen, biochemical, HTRF, uHTS; 0.36% of 290,000 active; SUMO-conjugating enzyme UBC9 (Homo sapiens), P63279; HTRF SUMOylation assay, SAE1/SAE2 + UBC9; inhibition, % at 35 µM; in the data active means inhibition above about 50%, passing the limit was not always enough; further: strong numbers were not always called active
# VIM-2 inhibitor: VIM-2 metallo-beta-lactamase inhibitors, primary screen, biochemical, epi-absorbance readout, Pseudomonas aeruginosa enzyme; purified VIM-2, nitrocefin hydrolysis, epi-absorbance fluorescence; inhibition, % at 5.6 µM; 0.89% of 290,000 active; AID 1527, 2009;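 active means inhibition above the mean of all tested compounds plus 3 SD, cutoff set per screening run, cut at about 7.5% in these data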;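 further: red hydrolysis product quenches plate fluorescence so inhibitors raise well fluorescence; 0% = enzyme with DMSO and 100% = DMSO without enzyme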
# PHOSPHO1 inh: PubChem AID 1565; recombinant PHOSPHO1, absorbance phosphatase assay; inhibition, % at 13.3 µM; 1.1% of 290,000 active; in the data active means inhibition above about 60%
# IDE cell activ: human IDE activators in live cells, primary screen, fluorescence polarization, HEK cells, FAbeta-B substrate | Insulin-degrading enzyme (Homo sapiens), P14735 | FAbeta-B cleavage; 0% vehicle, 100% cell-free pure enzyme wells | activation, % at 5.96 µM | 0.073% of 340,000 active | AID 493087, 2011;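 active means activation above the mean of all tested compounds plus 3 SD, set per screening campaign, cut at about 17% in these data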
# Target sequence (P14735 whole entry, looked up): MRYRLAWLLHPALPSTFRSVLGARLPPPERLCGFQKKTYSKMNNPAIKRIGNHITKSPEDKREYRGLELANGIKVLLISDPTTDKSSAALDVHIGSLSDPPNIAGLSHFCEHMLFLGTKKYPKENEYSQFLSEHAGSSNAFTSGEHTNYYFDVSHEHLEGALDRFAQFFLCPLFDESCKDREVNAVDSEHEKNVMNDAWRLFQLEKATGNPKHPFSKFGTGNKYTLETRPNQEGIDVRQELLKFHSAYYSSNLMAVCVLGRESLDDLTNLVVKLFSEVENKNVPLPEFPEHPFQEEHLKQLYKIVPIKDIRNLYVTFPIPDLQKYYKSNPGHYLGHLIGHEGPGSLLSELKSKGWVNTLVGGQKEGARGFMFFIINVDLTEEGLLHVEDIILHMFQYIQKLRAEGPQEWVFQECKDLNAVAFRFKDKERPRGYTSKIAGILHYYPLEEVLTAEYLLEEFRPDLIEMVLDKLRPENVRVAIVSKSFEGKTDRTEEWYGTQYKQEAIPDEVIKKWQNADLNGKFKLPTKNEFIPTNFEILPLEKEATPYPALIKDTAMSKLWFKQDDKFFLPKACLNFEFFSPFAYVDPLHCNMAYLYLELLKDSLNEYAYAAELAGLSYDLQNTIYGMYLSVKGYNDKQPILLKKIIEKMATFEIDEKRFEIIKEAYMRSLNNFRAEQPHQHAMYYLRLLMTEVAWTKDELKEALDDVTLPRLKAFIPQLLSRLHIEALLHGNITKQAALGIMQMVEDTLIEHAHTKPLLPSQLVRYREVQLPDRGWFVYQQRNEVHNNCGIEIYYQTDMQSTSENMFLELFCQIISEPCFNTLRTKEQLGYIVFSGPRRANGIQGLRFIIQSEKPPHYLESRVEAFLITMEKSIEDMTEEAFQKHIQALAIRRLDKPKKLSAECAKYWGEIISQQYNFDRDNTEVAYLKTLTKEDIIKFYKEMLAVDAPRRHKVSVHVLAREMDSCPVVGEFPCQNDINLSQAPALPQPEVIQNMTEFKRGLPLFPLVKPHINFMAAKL
# DNA FID counter: compounds displacing fluorescent DNA intercalator, primary screen, artefact control for HCV NS3 helicase inhibitor project, biochemical, FID fluorescence. DNA fluorescent intercalator displacement. inhibition, % at 7.9 µM. 0.17% of 290,000 active. AID 1845, 2009; in the data active means inhibition above about 37%;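 further: 0% = vehicle and 100% = reference compound; higher means more ethidium bromide displaced from hairpin DNA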
# MEKK3 PB1 HTS: modulators of MEKK3-MEK5 PB1 binding, primary screen, biochemical, wildtype MEKK3, multiplex bead flow cytometry, Alexa488-MEK5 | bead-based flow cytometry, Alexa488-MEK5 binding to MEKK3; actives lie on both sides; 0 = blocked by unlabeled MEK5, 100 = vehicle | 1.4% of 290,000 active | Mitogen-activated protein kinase kinase kinase 3 (Homo sapiens), Q99759 | binding response (% of control), % at 10 µM;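 active means binding response more than 3 SD above or below the average of its plate-row segment, actives on both sides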;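 further: Alexa488 bead fluorescence after subtracting the streptavidin-only scavenger bead signal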
# IMP-1 inhibitor: IMP-1 metallo-beta-lactamase inhibitors, primary screen, biochemical, epi-absorbance readout, Pseudomonas aeruginosa enzyme. purified IMP-1, nitrocefin hydrolysis, epi-absorbance fluorescence. inhibition, % at 5.6 µM. 0.45% of 290,000 active. AID 1556, 2009;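 active means inhibition above the mean plus 3 SD of all compounds in the same screening run, cut at about 4.5% in these data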;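 further: 0% = IMP-1 with DMSO and 100% = DMSO wells lacking enzyme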
#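 Assay system: purified recombinant IMP-1 beta-lactamase. Input: IMP-1 0.2 nM before substrate addition. Buffer or medium: Zinc- and detergent-supplemented HEPES buffer, pH 7.1. Schedule: 25 °C, 15 min preincubation, 25 min reaction. Signal: Epi-absorbance fluorescence, 480 nm excitation, 530 nm emission. Evaluation: percent inhibition from optical density relative to buffer-blank wells.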
# Starred values were filed as active, the others as inactive; · = not tested or not shown.
SMILES,p-CIP stab down,HCV NS3 hel inh,UBC9 SUMO inh,VIM-2 inhibitor,PHOSPHO1 inh,IDE cell activ,DNA FID counter,MEKK3 PB1 HTS,IMP-1 inhibitor
NC(=O)c1ccccc1NCC(=O)c1ccc(F)cc1,-4,2,17,2.0,42,1,-2,102,-0.9
O=C(COc1ccc(Br)cc1)c1ccc2c(c1)CCCC2,-6,0,-9,-1.4,16,4,0,95,-2.4
O=C(Nc1ccccc1)N1CCN(c2ccc(F)cc2)CC1,-7,-1,0,-3.9,17,2,2,107,-4.7
Cc1ccn(CCC(=O)Nc2ccc3c(c2)OCO3)n1,-4,3,1,0.9,29,6,-2,102,-1.8
CN1CCc2nc3sc(C(=O)C45CC6CC(CC(C6)C4)C5)c(N)c3cc2C1,-21,-31,-19,-1.9,81*,1,1,·,-2.3
COc1ccc2cc(-c3ccccc3)ncc2c1,5,-3,4,-0.3,39,1,-13,103,0.5
COc1cc(C)c(CN2CCN(C(C)C(=O)NC(C)c3ccccc3)CC2)cc1OC (stereo not given),-11,2,13,-2.6,20,0,-8,104,-2.8
CC1Cc2cc(S(=O)(=O)N3CCC(C(=O)N4CCN(c5ccccc5F)CC4)CC3)ccc2N1C(=O)C1CC1 (stereo not given),-4,-9,-14,-1.1,32,-6,-54,103,-2.9
COCc1ccc(C(=O)N(C)CC2CCCN(CCc3ccc(OC)cc3)C2)o1 (stereo not given),2,-2,-1,-1.5,-22,-2,6,102,-1.6
Cc1cccc(NC(=O)c2cc(N3CCOCC3)nc3ccccc23)c1,-6,-2,20,-2.9,6,-5,-7,106,-3.0
Cn1nc(C(F)(F)F)cc1C(=O)NC1CCCCCC1,2,1,3,-3.6,37,1,0,96,-3.7
CCOc1ccc(-c2c(C(=O)N/N=C/c3ccc(C)s3)nnn2-c2nonc2N)cc1,4,34,-11,-1.0,22,4,-20,98,-1.1
O=C(COC(=O)c1ccc(O)cc1)Nc1ccc(Cl)cc1,-12,8,12,-1.9,30,·,7,93,-3.0
CC(=O)c1cc2c(cc1NC(=O)c1ccc(Cl)cc1)OCCO2,-3,0,28,-0.5,3,0,-3,101,-1.9
Cc1nn(Cc2ccccc2)c2c1C(c1cccc(Cl)c1)C(C#N)=C(N)O2 (stereo not given),-5,6,-5,-3.1,-2,2,-21,99,-0.5
NS(=O)(=O)c1ccc(NC(=O)COC(=O)c2cnc(Cl)c(Cl)c2)cc1,4,6,10,2.4,28,-7,3,58,0.7
Cc1ccc(NC(=O)c2ccc(S(=O)(=O)N3CCOCC3)cc2)c(C)c1,0,6,2,-1.3,42,8,-11,103,-2.1
COC(=O)c1ccc(NC(=O)C(=O)NCC2CCCO2)cc1 (stereo not given),0,-1,9,-1.8,7,3,-2,103,-2.4
O=[N+]([O-])c1ccc2nc(NS(=O)(=O)c3ccc(F)cc3)sc2c1,-2,-15,9,-1.7,24,-2,-10,104,-2.3
Cc1ccc([N+](=O)[O-])cc1-c1ccc(/C=N\n2nnnc2N)o1,-20,4,22,1.2,-4,-2,4,99,-3.5
CS(=O)(=O)N(CC(=O)NCc1ccccn1)Cc1ccc(Cl)cc1,5,3,-3,0.4,1,3,-7,103,-5.0
O=C(Nc1ccc2c(c1)OCCO2)c1ccc(Cl)cc1Cl,-1,5,-8,1.5,44,-3,-8,103,1.1
O=C(Nc1ccccc1)Nc1ccc(F)cc1F,-18,-2,7,-1.5,27,0,4,89,-1.2
COc1ccc(-c2c(C#N)c(N)nc3sc(C(=O)c4ccccc4)c(N)c23)cc1,-26,3,15,0.2,-23,-12,0,96,-5.2
O=C(O)C(Cc1c[nH]c2ccccc12)NS(=O)(=O)c1ccc(Br)cc1 (stereo not given),1,17,0,-3.1,0,4,-20,101,-4.1
O=C(NCc1n[nH]c(=S)n1-c1ccc(F)cc1)c1ccc(S(=O)(=O)N2CCCC2)cc1,4,2,-1,-1.3,96*,-2,-11,100,2.7
CCc1ccc(OCC(=O)Nc2ncc3c(n2)CC(C)(C)CC3=O)cc1,2,1,17,-4.2,-62,-11,-4,100,-3.7
CCCn1cc(S(=O)(=O)c2ccccc2)c(=O)c2cc(OCC)ccc21,-2,5,-1,-1.6,34,0,-23,103,-2.0
CC(NC(=O)c1ccc(NC(=O)c2ccco2)cc1)c1ccccc1 (stereo not given),-2,-1,9,-0.6,21,-3,-16,98,1.6
c1ccc(CN2CCN(c3cnc4ccccc4n3)CC2)cc1,-2,1,-7,-2.6,6,-8,-11,99,-4.2
Cc1ccc(S(=O)(=O)Nc2ccc(Oc3cccnc3)nc2)cc1,-5,-1,-5,-4.3,12,2,-19,102,-2.4
COC(=O)Cc1[nH]n(-c2nc3ccccc3s2)c(=O)c1C(C)=O,-12,5,22,-0.8,24,-4,-19,109,-5.0
CCC(CC)NC(=O)/C=C/c1ccccc1Cl,4,-2,4,-1.5,3,11,-6,101,-1.1
CCC(=O)c1ccc(OCC(O)CN(CCc2ccccc2)Cc2ccccc2)cc1 (stereo not given),0,-34,-4,-1.7,7,9,-1,111,-2.7
O=c1[nH]c(CSc2nc3ccccc3s2)nc2cc(Cl)ccc12,-10,22,20,-3.5,-50,·,-1,117,-3.3
CCN(CC)c1ccc(/C=C(\C#N)c2ccccn2)cc1,-8,-15,-29,-2.2,-4,-20,-8,99,-2.8
CCOc1cc(/C=N/n2cnnc2)ccc1OC(=O)c1cccc([N+](=O)[O-])c1,6,3,17,13*,29,8,2,104,0.6
Cc1ccc(S(=O)(=O)NCCc2nnc(SCc3cccnc3)n2C)cc1,-2,-9,3,-2.9,12,0,-14,101,-1.6
COc1ccc(-c2nc3cc(C)ccn3c2NCc2ccc3c(c2)OCO3)cc1,-26,-3,8,-1.5,28,-1,6,105,-0.9
O=C(N/N=C\c1ccccc1OCc1ccccc1)c1ccco1,-8,-11,-1,-1.9,-4,-1,-20,99,-3.1
CN(C)CCN(C(=O)c1ccc2ccccc2c1)c1nc2cc3c(cc2s1)OCCO3,-12,-43,6,-1.5,17,0,11,102,-3.5
CN(C)c1ccc(C(=O)N2CCCC(CCC(=O)N3CCN(c4ccccn4)CC3)C2)cc1 (stereo not given),2,1,1,-2.6,33,3,-44,104,-1.0
O=P(c1ccccc1)(c1ccccc1)c1cc(Br)cc(Br)c1OCCO,-2,-8,1,-3.3,38,5,-40,101,-2.9
CN(C(=O)CSc1nnc(-c2cccc(F)c2)n1N)C1CCS(=O)(=O)C1 (stereo not given),10,-17,11,-3.0,-1,1,-5,104,-2.4
COc1ccc(C(C(=O)NC2CCCC2)N(CC2CCCO2)C(=O)Cc2cccs2)cc1OC (stereo not given),0,3,-1,-6.0,9,4,-31,99,-1.8
CC(C)CSc1nc2c(c(=O)[nH]c(=O)n2C)n1CCc1ccccc1,-13,5,10,-2.9,-39,3,6,102,-2.3
O=C(NCc1nnc(SCC(=O)N2CCCCCC2)o1)c1ccccc1F,8,0,5,-2.0,44,8,-12,102,-2.3
CCOC(=O)C1=C(COC(=O)c2cccc(Cl)c2)NC(=O)NC1C (stereo not given),-3,5,10,-2.0,28,1,-32,94,-3.1
Cc1cccc(C)c1OCc1cc(C(=O)N(Cc2c(C)nn(C)c2C)C2CC2)no1,-9,-19,-6,-2.5,19,2,-52,97,-0.7
CCN(CC)CCCNc1nc(CN2CCOCC2)nc2sc3c(c12)CCC3,-9,-6,2,4.4,53,1,20,96,-1.4

# 4 of these compounds, reformatted:
canonical_smiles	p-CIP stab down	HCV NS3 hel inh	UBC9 SUMO inh	VIM-2 inhibitor	PHOSPHO1 inh	IDE cell activ	DNA FID counter	MEKK3 PB1 HTS	IMP-1 inhibitor
CN(C(=O)CSc1nnc(-c2cccc(F)c2)n1N)C1CCS(=O)(=O)C1 (stereo not given)	10	-17	11	-3.0	-1	1	-5	104	-2.4
COc1ccc(C(C(=O)NC2CCCC2)N(CC2CCCO2)C(=O)Cc2cccs2)cc1OC (stereo not given)	0	3	-1	-6.0	9	4	-31	99	-1.8
CC(C)CSc1nc2c(c(=O)[nH]c(=O)n2C)n1CCc1ccccc1	-13	5	10	-2.9	-39	3	6	102	-2.3
O=C(NCc1nnc(SCC(=O)N2CCCCCC2)o1)c1ccccc1F	8	0	5	-2.0	44	8	-12	102	-2.3

# 3 entries out of the list above, sorted by the number in UBC9 SUMO inh, highest first:
structure	p-CIP stab down	HCV NS3 hel inh	UBC9 SUMO inh	VIM-2 inhibitor	PHOSPHO1 inh	IDE cell activ	MEKK3 PB1 HTS	IMP-1 inhibitor
CCOC(=O)C1=C(COC(=O)c2cccc(Cl)c2)NC(=O)NC1C (stereo not given)	-3	5	10	-2.0	28	1	94	-3.1
O=C(NCc1nnc(SCC(=O)N2CCCCCC2)o1)c1ccccc1F	8	0	5	-2.0	44	8	102	-2.3
O=P(c1ccccc1)(c1ccccc1)c1cc(Br)cc(Br)c1OCCO	-2	-8	1	-3.3	38	5	101	-2.9

# The main list resumes, repeating the two entries before the break.
SMILES,p-CIP stab down,HCV NS3 hel inh,UBC9 SUMO inh,VIM-2 inhibitor,PHOSPHO1 inh,IDE cell activ,DNA FID counter,MEKK3 PB1 HTS,IMP-1 inhibitor
Cc1cccc(C)c1OCc1cc(C(=O)N(Cc2c(C)nn(C)c2C)C2CC2)no1,-9,-19,-6,-2.5,19,2,-52,97,-0.7
CCN(CC)CCCNc1nc(CN2CCOCC2)nc2sc3c(c12)CCC3,-9,-6,2,4.4,53,1,20,96,-1.4
CC/C(=C/c1sc2ccc(C)cc2[n+]1CCCS(=O)(=O)[O-])SC,-5,7,15,-4.7,-34,·,-7,102,-2.3
C(=NC12CN3CN(CN(C3)C1)C2)c1ccc2c(c1)OCO2,-3,-1,12,-0.8,-16,6,0,97,1.4
COc1ccc(NC(=O)CCCC(=O)c2ccccc2)cc1OC,-10,-8,9,-1.0,-34,4,-18,104,-3.1
O=C(O)c1cccc(-n2cccc2/C=N/O)c1,-10,9,9,-0.9,18,5,-4,97,-3.4
COc1ccccc1CCCNC(=O)C1CCC(=O)N(CCCN2CCCC2=O)C1 (stereo not given),0,2,-4,-2.3,38,-3,-21,104,-3.8

# This is a subset; count on the stated rates, not on these rows.
